# MEP2 TOR yeast – yeast TOR pathway MEP2-GFP modulation. actives 0.51% (n = 330,000). GFP response vs DMSO, % at 10 µM. S. cerevisiae MEP2-GFP strain, flow cytometry GFP, 3 h; 100% = DMSO control level. AID 2016;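 active = GFP response versus DMSO above a set limit, roughly screen mean plus 3 SD, cut at about 180% in these data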;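 also: median GFP fluorescence of the barcode-gated MEP2-GFP cells per well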
# CIT2 TOR yeast – modulators of TOR pathway CIT2-GFP in S. cerevisiae | GFP response vs DMSO, % at 10 µM | AID 2029 | actives 0.065% (n = 320,000) | S. cerevisiae CIT2-GFP strain, flow cytometry, 3 h; 100 means same as DMSO wells;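 active = GFP response relative to DMSO above a set limit, near the screen mean plus 3 SD, cut at about 150% in these data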;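 also: ratio of well median GFP fluorescence to mean of DMSO wells on the plate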
# AGP1 TOR yeast – alters AGP1-GFP fluorescence in TOR pathway yeast screen | S. cerevisiae AGP1-GFP multiplex flow cytometry, 3 h; GFP as percent of DMSO wells | GFP response vs DMSO, % at 10 µM | actives 0.02% (n = 320,000) | AID 2066;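 active = GFP response relative to DMSO above a set limit, near screen average plus 3 SD, cut at about 150% in these data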;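 also: median GFP channel fluorescence of the gated AGP1 strain per well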
# RPL19A-GFP yeast – alters RPL19A-GFP fluorescence in TOR pathway yeast screen; actives 0.3% (n = 330,000); S. cerevisiae RPL19A-GFP strain, flow cytometry, 3 h; hits give low values; percent response vs DMSO, % at 10 µM;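 active = percent response vs DMSO below 50%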;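 also: median channel GFP fluorescence of the barcoded RPL19A-GFP strain; ratio of sample median GFP to plate DMSO average so 100% = DMSO; lower means less RPL19A-GFP as with rapamycin TOR inhibition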
# LAP4-GFP MLPCN – modulators of TOR pathway LAP4-GFP in S. cerevisiae; S. cerevisiae LAP4-GFP multiplex, flow cytometry GFP, 3 h; median GFP as percent of DMSO wells; GFP response vs DMSO, % at 10 µM; actives 0.34% (n = 320,000); AID 2023;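 active = GFP response vs DMSO above a set limit, about the screen mean plus 3 SD, cut at about 150% in these data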
# CR mimetic SO – caloric restriction mimetics inhibiting age-related superoxide in yeast; S. cerevisiae aged cells, superoxide DHE fluorescence; hits give low values; superoxide response (% of plate mean), % at 10 µM; actives 0.18% (n = 330,000); AID 2690;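 active = superoxide response under a set limit, about three screen SD below normal, cut at about 65% in these data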;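 also: yeast aged for seven days with compound at 30 °C before DHE staining; 100% = average MFI of all compound-treated wells on the plate with controls excluded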
# AHR activator – human AHR activation. activation, % at 5 µM. AHR-responsive luciferase reporter cells, luminescence. actives 2.5% (n = 320,000). P35869; in the data active = activation above about 47%;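 also: 0% = vehicle wells and 100% = reference agonist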
# Target sequence (P35869 whole entry, looked up): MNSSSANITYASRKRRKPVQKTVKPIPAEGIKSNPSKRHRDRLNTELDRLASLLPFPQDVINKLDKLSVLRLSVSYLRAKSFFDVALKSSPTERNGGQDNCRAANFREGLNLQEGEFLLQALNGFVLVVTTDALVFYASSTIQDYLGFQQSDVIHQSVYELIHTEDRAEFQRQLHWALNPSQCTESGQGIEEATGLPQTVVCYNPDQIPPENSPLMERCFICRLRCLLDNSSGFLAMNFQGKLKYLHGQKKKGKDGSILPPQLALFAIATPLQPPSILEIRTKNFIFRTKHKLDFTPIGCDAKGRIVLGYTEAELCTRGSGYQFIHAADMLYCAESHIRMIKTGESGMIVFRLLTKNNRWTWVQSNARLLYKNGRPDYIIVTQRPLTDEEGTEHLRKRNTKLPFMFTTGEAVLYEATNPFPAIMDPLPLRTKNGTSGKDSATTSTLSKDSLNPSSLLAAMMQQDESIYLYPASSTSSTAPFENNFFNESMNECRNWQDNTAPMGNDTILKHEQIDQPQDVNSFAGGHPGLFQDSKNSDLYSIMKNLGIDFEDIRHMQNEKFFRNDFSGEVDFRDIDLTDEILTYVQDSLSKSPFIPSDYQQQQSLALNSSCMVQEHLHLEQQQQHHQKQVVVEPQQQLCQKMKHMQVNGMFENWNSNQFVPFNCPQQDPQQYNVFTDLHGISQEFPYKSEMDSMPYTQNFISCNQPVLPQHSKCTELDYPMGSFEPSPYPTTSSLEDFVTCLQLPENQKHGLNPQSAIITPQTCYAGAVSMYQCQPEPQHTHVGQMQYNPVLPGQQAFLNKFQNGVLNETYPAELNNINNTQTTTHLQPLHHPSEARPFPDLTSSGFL
# Efflux pump mplx – antifungal efflux pump inhibition, Nile Red retention; S. cerevisiae Candida pump triplex; inhibition, % at 10 µM; actives 0.44% (n = 330,000); AID 485275;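 active = plate passing quality check with inhibition over a set limit, or well fluorescence over plate mean plus 4 SD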;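 also: Nile Red retained in pooled yeast measured as flow cytometry median fluorescence; 0% = buffer negative control and 100% = Enniatin B positive control; higher means more Nile Red kept so more efflux inhibition; some compounds called inactive have numbers as strong as hits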
# Active calls of the source: *; . = not tested or not shown.
SMILES,MEP2 TOR yeast,CIT2 TOR yeast,AGP1 TOR yeast,RPL19A-GFP yeast,LAP4-GFP MLPCN,CR mimetic SO,AHR activator,Efflux pump mplx
COc1ccc(N2CCC(CNC(=S)Nc3ccc(C)cc3C)C2)cc1 (configuration not stated),100,103,112,97,126,98,1,-0.1
CC(C)(C)[C@H]1C=C(C(=O)NCc2nc3ccccc3[nH]2)O[C@@H](OCc2ccc(CO)cc2)C1,95,80,79,100,97,108,0,0.0
Cc1csc(SCC(=O)NCCc2ccc(Cl)cc2Cl)n1,103,88,99,103,107,103,-1,0.1
O=C(CC1C(=O)NCCN1Cc1ccc(F)cc1)NCCCn1cccn1 (configuration not stated),108,106,104,108,94,98,4,-0.1
CC(Sc1nnc(NC2CC2)s1)C(=O)Nc1ccc(S(N)(=O)=O)cc1 (configuration not stated),95,103,99,101,89,108,1,-0.1
CCSc1nnc(NC(=O)c2cccc(S(=O)(=O)N(C)c3ccc(C)cc3)c2)s1,100,104,103,104,93,95,5,0.1
COc1cc(NC(=O)CCc2nnc3ccc(N4CCN(c5cccc(OC)c5)CC4)nn23)cc(OC)c1,94,92,94,93,84,97,1,0.1
c1csc(-c2nnc(COc3ccc4c(c3)OCO4)o2)c1,104,104,102,104,101,104,17,0.1
CC(Oc1ccccc1)C(=O)OCC(=O)N1CC(=O)Nc2ccccc21 (configuration not stated),96,94,98,96,99,99,-1,0.0
COc1cc(-n2c(=O)c3ccccc3n(CC(=O)OCc3ccccc3)c2=O)cc(OC)c1OC,103,98,102,101,102,115,2,0.4
O=C(C1CC(=O)N(c2ccc3c(c2)OCCO3)C1)N1CCN(Cc2ccccc2)CC1 (configuration not stated),95,91,97,97,102,84,1,-0.1
O=C(Nc1ncc2c(n1)CC(c1ccco1)CC2=O)c1ccco1 (configuration not stated),102,95,102,97,101,85,1,0.1
COc1ccc2c(c1)c(=O)c(C(=O)c1ccc(F)cc1)cn2CC(=O)Nc1ccc(F)cc1,105,99,105,103,97,91,-2,0.1
COc1ccccc1C(=O)CN1C(=O)NC2(CCCCCC2)C1=O,109,118,108,106,96,98,9,-0.1
CCc1cccc2c(C(=S)N3CCCC3)c[nH]c12,93,93,95,96,89,94,16,-0.1
Cc1ccc(-c2nc(SCC(=O)c3c(N)n(C)c(=O)n(C)c3=O)n[nH]2)cc1,103,95,102,98,102,92,1,0.2
NNC(=O)c1ccc(OCC2CC(c3ccc(Cl)cc3)=NO2)cc1 (configuration not stated),99,92,105,99,116,99,14,-0.1
CCc1ccccc1NC(=O)CN1CCN(C(=O)c2cccc(-n3cnnn3)c2)CC1,100,97,96,94,95,94,1,0.0
CCN(CC)S(=O)(=O)c1cccc2cccnc12,98,102,101,102,109,111,0,0.0
COc1ccc(N2CCN(C(=O)Cn3cnc4c3c(=O)n(C)c(=O)n4C)CC2)cc1,97,94,100,96,102,93,-1,0.0

# Quoted from the listing:
# `COc1ccccc1C(=O)CN1C(=O)NC2(CCCCCC2)C1=O` @ CR mimetic SO: 98
# `c1csc(-c2nnc(COc3ccc4c(c3)OCO4)o2)c1` @ RPL19A-GFP yeast: 104
# `Cc1csc(SCC(=O)NCCc2ccc(Cl)cc2Cl)n1` @ CR mimetic SO: 103
# `COc1ccc2c(c1)c(=O)c(C(=O)c1ccc(F)cc1)cn2CC(=O)Nc1ccc(F)cc1` @ AGP1 TOR yeast: 105

# Continued:
SMILES,MEP2 TOR yeast,CIT2 TOR yeast,AGP1 TOR yeast,RPL19A-GFP yeast,LAP4-GFP MLPCN,CR mimetic SO,AHR activator,Efflux pump mplx
O=S1(=O)N=C(N=Nc2c(O)[nH]c3ccccc23)c2ccccc21,102,105,100,103,88,97,3,0.1
CCN1CCN(CC(O)COCCOc2ccc(Br)cc2)CC1 (configuration not stated),97,96,99,97,89,95,3,0.0
CC(C)(C)c1csc(NC(=O)c2cccnc2Cl)n1,110,105,109,101,117,111,6,0.1
COc1cc(OC)nc(NC(=O)CSc2nc3ccccc3[nH]2)n1,91,.,84,88,87,103,9,0.0
CN(c1ccc(OCC(=O)N2CCC(C(N)=O)CC2)cc1)S(=O)(=O)c1cccs1,97,95,95,95,95,91,0,-0.1
COc1ccc(NC(=O)COC(=O)[C@@H]2CCCN2S(=O)(=O)c2ccccc2F)c(OC)c1,105,105,97,101,100,84,3,0.1
COc1ccc(Cl)cc1C(=O)OCC(=O)NC(=O)c1cccn1C,104,120,107,104,100,90,1,0.0
CCn1c2c(c3cc(Br)ccc31)CCC/C2=N\O,104,107,101,100,105,90,36,-0.1
Cc1[nH]nc2c1C(C(C)c1ccccc1)C(C#N)=C(N)O2 (configuration not stated),99,103,107,99,102,112,-1,-0.1
N#Cc1cc(C(=O)c2cc(Br)ccc2O)cn(C2CCCCC2)c1=O,108,108,105,99,105,90,2,-0.5
COc1ccc(NC(=O)C(NC(=O)c2ccccc2)C(C)C)cc1 (configuration not stated),105,100,98,102,105,111,-1,0.1
COC(=O)c1ccc(/C=C2\SC(=S)N(CCCC(=O)NCCCN3CCOCC3)C2=O)cc1,115,111,101,99,110,97,-4,0.0
O=C(NNC(=O)C1C2C=CC(C2)C1C(=O)O)c1ccccc1O (configuration not stated),95,99,104,99,98,83,8,-0.1
COc1ccc2ccccc2c1CNC(=O)CC1C(=O)NCCN1CC(C)C (configuration not stated),100,109,106,102,101,92,28,0.1
O=C(CCC(=O)N(CC(=O)NC1CCCCC1)c1ccc2c(c1)OCO2)Nc1ccccn1,92,85,84,100,85,97,4,0.0
CC1CCCCN1C(=O)C(=O)c1cn(CC(=O)N2CCCCCC2)c2ccccc12 (configuration not stated),104,102,105,107,106,94,17,2.9
Cc1ccc2c(c1)C(O)(CC(=O)c1cccnc1)C(=O)N2 (configuration not stated),109,107,99,100,93,107,11,0.1
CCOc1cc(/C=N/N=C(/N)c2nonc2N)cc(Br)c1OCc1ccc(Cl)cc1,106,99,104,100,94,98,2,0.1
O=C(CSc1ccc2c(c1)OCCO2)NCC1CCCO1 (configuration not stated),103,.,96,96,92,97,5,0.0
c1ccc(OCc2noc(CN3CCC(C4CCCCC4)C3)n2)cc1 (configuration not stated),100,98,100,102,96,93,3,-0.1
COc1ccccc1CC(=O)N1CCN(c2ccc([N+](=O)[O-])cc2)CC1,105,101,104,101,113,96,-2,-0.2
CC(OC(=O)c1cccs1)C(=O)Nc1nc(-c2ccccc2)cs1 (configuration not stated),98,98,96,98,94,104,-3,0.2
Cc1nn2c(=O)cc(CSc3ccccc3NC(=O)c3ccccc3)nc2s1,104,105,106,103,97,79,-1,0.1
CC(C)Cn1c(SCC(=O)N2CCc3ccccc3C2)nc2cc(Cl)ccc2c1=O,103,101,96,98,104,83,7,0.4
Nc1ccc2nc(-c3ccccc3)[nH]c2c1,94,99,96,98,99,100,67*,0.2
Cc1nnnn1-c1ccc(CC(=O)O)cc1,94,98,111,96,107,96,0,0.0
O=C(/C=C/c1cccc([N+](=O)[O-])c1)NCCN1CCOCC1,99,90,92,93,93,111,-1,0.0
CC[C@@H](C)C(NC(=O)OC(C)(C)C)c1cn([C@@H](Cc2cc3ccccc3[nH]2)C(=O)N2CCN(C(=O)OC(C)(C)C)CC2)nn1 (some centres not stated),97,90,94,104,102,98,-2,0.1
NNC(=O)Cn1c(-c2ccccc2)cc2ccccc21,102,97,91,105,84,104,2,1.1
O=C1C(=O)N(CCCn2ccnc2)C(c2ccc(Cl)cc2)/C1=C(\O)c1ccc2c(c1)OCCO2 (configuration not stated),106,99,97,98,95,87,4,-0.1
Cc1cccc(C)c1NC(=O)CNC(=O)c1ccc2c(c1)OCCO2,99,100,105,103,97,132,3,0.1
CC(=O)N1c2ccc(S(=O)(=O)NCCC(=O)N(C)Cc3ccccc3)cc2CC1C (configuration not stated),112,105,101,104,100,103,2,0.4
NS(=O)(=O)c1ccc(CCNc2ccccc2[N+](=O)[O-])cc1,93,98,106,99,94,93,-2,-0.1
Cc1cccn2c(=O)c3cc(C(=O)NC4CCCCC4)n(C)c3nc12,96,99,94,98,92,126,-5,-0.2
Cc1nnsc1C(=O)N/N=C/c1ccc2ccccc2c1O,124,109,105,105,110,108,24,-0.3
O=C(NCc1ccc2c(c1)CCO2)Nc1cccc(C(F)(F)F)c1,92,95,98,95,100,101,0,0.1
COC(=O)c1cc(S(=O)(=O)N2CCC(C)CC2)cn1C,105,103,107,103,110,108,1,0.2
O=C(NC1CCCCC1)C1CC(=O)N(c2ccc(Cl)cc2)C1 (configuration not stated),102,101,106,99,99,100,0,-0.2
CC(C)CNc1ncnc2c1sc1nc(N3CCOCC3)c3c(c12)CC(C)(C)OC3,97,96,97,94,106,96,2,-0.1
Cn1c(=NCC(O)COc2ccccc2)sc2ccccc21 (configuration not stated),100,101,99,99,96,116,-13,0.1
CC(=O)NCCNC(=O)c1ccc(CSc2nc3ccccc3s2)cc1,94,120,104,92,90,109,10,0.3
NC(=O)c1c(-c2cccs2)csc1N,107,106,98,97,94,108,8,0.0
NC(=S)Nc1ccc(S(=O)(=O)c2ccc(NC(N)=S)cc2)cc1,100,97,97,104,90,93,6,-0.1
O=C(O)c1cc(NC(=O)c2ccc3c(c2)C(=O)N(Cc2cccnc2)C3=O)cc(C(=O)O)c1,105,97,97,111,75,96,1,0.2
CCN(CC(=O)NC1CCS(=O)(=O)C1)C(=O)c1ccc(S(=O)(=O)N(CC)CC)cc1 (configuration not stated),100,89,100,102,105,102,-1,0.1
COC(=O)CSc1nnc([C@H](Cc2ccccc2)NC(=O)OC(C)(C)C)o1,96,106,100,98,96,89,0,0.2
COc1cc(/C=N/NC(=O)c2cccc([N+](=O)[O-])c2)ccc1OCc1ccccc1,98,94,98,94,98,98,4,0.3
COc1cccc(OC)c1C(=O)Nc1ccc2c(c1)OCCO2,94,103,100,100,92,104,26,0.0
O=C1CCCCC1Sc1nnc(Nc2ccccc2)s1 (configuration not stated),98,99,100,102,97,115,22,-0.1
Cn1cccc1C(=O)NCC(c1ccc(F)cc1)N1CCOCC1 (configuration not stated),96,94,98,97,94,93,0,0.0
CC(=O)NS(=O)(=O)c1ccc(NC(=O)C2c3ccccc3Oc3ccccc32)cc1,95,102,99,97,92,86,0,-0.2
O=C(Nc1cccc(NC(=O)c2ccccc2Cl)c1)c1ccc(F)cc1,99,96,96,100,95,99,4,0.6
Cc1ccc(Nc2nc3ccccc3o2)cc1F,109,116,93,105,100,105,24,0.2
N#CCCN(C(=O)COC(=O)COc1ccc(Cl)cc1)c1ccccc1,116,119,112,113,108,96,-3,0.1
Cc1ccccc1Nc1nc(-c2sc(NC(=O)c3ccco3)nc2C)cs1,98,67,77,94,144,98,39,0.0
O=C(N1CCCC1)C12CC3CC(C1)CC(C(=O)N1CCCC1)(C3)C2,102,101,102,106,94,105,0,-0.1
COc1cc2c(c3oc(-c4ccccc4)cc(=O)c13)C=CC(C)(C)O2,112,114,93,103,106,117,-1,0.1
O=C(c1ccc2c(=O)n(-c3ccccc3)c(=O)[nH]c2c1)N1CCN(c2ccc(F)cc2)CC1,94,74,91,91,84,94,3,0.5
COc1cccc(N2CCN(C3CC(=O)N(c4ccc(F)c(Cl)c4)C3=O)CC2)c1 (configuration not stated),100,92,99,97,100,86,2,-0.2

# Some entries already given with just RPL19A-GFP yeast, CR mimetic SO and LAP4-GFP MLPCN:
canonical_smiles,RPL19A-GFP yeast,CR mimetic SO,LAP4-GFP MLPCN
NS(=O)(=O)c1ccc(CCNc2ccccc2[N+](=O)[O-])cc1,99,93,94
Cc1ccccc1Nc1nc(-c2sc(NC(=O)c3ccco3)nc2C)cs1,94,98,144
NC(=O)c1c(-c2cccs2)csc1N,97,108,94

# Compound activity from PubChem BioAssay.
